PTK2B oligo ant – Pyk2 (human) oligomerization antagonism. 99,000 tested, 0.83% active. z-score (the deposit names both 25 µM and 10 µM). AID 1347419. Q293 cells, Pyk2 FERM NanoBiT luminescence; active compounds read low. Q14289;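 active = Z-score of -3 or lower, scaled per plate to the spread of control and sample wells; inactive = z-score above -3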;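 also: negative z-score means lost luminescence so less FERM oligomerization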
FAK blocker – inhibitors of human focal adhesion kinase. Q05397. biochemical FAK kinase activity assay. inhibition, %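 (tested at 7 µM)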. 97,000 tested, 0.84% active; in the data active = inhibition above about 19%;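 also: 0% = DMSO and 100% = reference compound high control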
LYP inh 2 – LYP (human) phosphatase inhibition | recombinant LYP catalytic domain, DiFMUP fluorescence | inhibition, % at 2 µM | 96,000 tested, 0.21% active | AID 640;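 active = inhibition at 2 µM at or above a set limit, the screen mean plus 3 SD, cut at about 24% in these data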;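 also: 0% = DMSO with enzyme and 100% = enzyme fully blocked by orthovanadate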
cytoskel mod – cytoskeleton assembly modification | HUVEC TNFa F-actin phalloidin imaging, high content | inhibition, % at 2 µM | 91,000 tested, 0.18% active | AID 836;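 active = inhibition above the batch mean plus 3 SD and confirmed as a hit by visual image inspection, cut at about 30% in these data, passing the limit was not always enough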; also: strong numbers were not always called active
VCAM1 TNFa inh – reduces TNF alpha induced VCAM1 expression in HUVEC; HUVEC TNFa-induced VCAM-1 immunofluorescence, high-content imaging; inhibition, % at 2 µM; 95,000 tested, 0.48% active; AID 802;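 active = inhibition above the batch mean plus 3 SD, with images confirmed as a hit by eye, cut at about 37% in these data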;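 also: 0% = TNF-stimulated DMSO wells and 100% = unstimulated control wells; not every result past the cut was called active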
HUVEC tox IL1B – HUVEC cytotoxicity counter-screen, IL-1B stimulated | AID 845 | cell count reduction, % at 2 µM | HUVEC cell count loss, Hoechst imaging | 94,000 tested, 0.41% active;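 active = cell count reduction more than 3 SD above the screen-wide mean, cut at about 70% in these data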;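 also: normalized per plate to untreated control cells as the no-loss baseline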
ERa SRC1 inh – ER-alpha (human) coactivator binding inhibition; P03372; TR-FRET ER-alpha LBD / SRC-1 peptide, estradiol-bound; inhibition, % at 25.6 µM; 86,000 tested, 1.7% active; AID 629; in the data active = inhibition above about 50%;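 also: 0% = receptor plus peptide control and 100% = peptide only without receptor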
Target sequence (P03372 whole entry, looked up, the tested form may be a part): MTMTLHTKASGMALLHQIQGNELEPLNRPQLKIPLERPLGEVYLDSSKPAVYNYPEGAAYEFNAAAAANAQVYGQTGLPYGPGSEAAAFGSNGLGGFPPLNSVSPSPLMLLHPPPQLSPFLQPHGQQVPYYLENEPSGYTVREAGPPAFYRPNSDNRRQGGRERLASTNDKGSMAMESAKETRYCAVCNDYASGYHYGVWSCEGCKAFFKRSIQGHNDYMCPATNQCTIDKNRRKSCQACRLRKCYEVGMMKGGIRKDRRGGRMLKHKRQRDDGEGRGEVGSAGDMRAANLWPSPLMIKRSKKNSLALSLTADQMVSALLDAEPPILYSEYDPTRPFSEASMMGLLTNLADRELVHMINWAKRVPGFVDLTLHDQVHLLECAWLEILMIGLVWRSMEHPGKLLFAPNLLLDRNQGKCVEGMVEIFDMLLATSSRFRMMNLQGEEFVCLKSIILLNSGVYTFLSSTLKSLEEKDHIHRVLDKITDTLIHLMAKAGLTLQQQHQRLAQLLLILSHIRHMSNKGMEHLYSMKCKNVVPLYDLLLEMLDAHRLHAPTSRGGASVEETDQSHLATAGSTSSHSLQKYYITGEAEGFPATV
TNFa cytotox – toxic to HUVEC cells under TNF alpha stimulation. HUVEC TNFalpha-stimulated, Hoechst cell count, imaging. AID 848. cell count reduction, % at 2 µM. 93,000 tested, 0.17% active;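 active = cell count reduction exceeding the screen mean by over 5 SD, scaled to untreated wells per plate, cut at about 78% in these data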;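 also: cells counted after 24 h of TNF alpha exposure following the 1 h pretreatment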
PTPN22 act – LYP (human) phosphatase activation; activation, % at 2 µM; 96,000 tested, 0.11% active; recombinant LYP, DiFMUP fluorescence; 0 = plate median, 100 = signal doubled;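 active = activation at 2 µM above a set limit, the mean plus 5 SD, cut at about 37% in these data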
* hit, by the source's call; . = not tested or not shown; [ ] = another dose, or the depositor's remark.

Preview, 11 compounds:
mol,cytoskel mod,LYP inh 2,PTPN22 act,FAK blocker,ERa SRC1 inh,TNFa cytotox,PTK2B oligo ant,VCAM1 TNFa inh,HUVEC tox IL1B
C=CCn1c(=O)c2c(nc(Br)n2Cc2ccccc2Cl)n(C)c1=O,12,-2,-2,2,-3,-24,-0.34,6,9
O=C(Cc1ccc(Br)cc1)c1ccc(O)cc1O,-5,15,-16,4,.,-5,-0.9,-32,-19
CCn1c(SCC(=O)N2CCN(c3ccccc3)CC2)nnc1-c1ccoc1C,-17,-14,11,1,-1,-2,-0.19,-3,-21
O=C(Nc1nc2ccc(S(=O)(=O)N3CCCC3)cc2s1)C1CCCO1 (configuration not stated),-1,5,-4,3,-6,-23,0.07,1,18
CCOc1ccc(CNn2nnnc2N)cc1,-21,-4,2,-1,2,-12,-0.72,-2,-29
CSCCC1NC2(C(=O)Nc3c(Cl)cccc32)[C@@H]2C(=O)N(C3CCCC3)C(=O)[C@H]12 (some centres not stated),22,9,-10,2,30,.,0.29,.,-7
CCOCCn1c(SCc2c(F)cccc2Cl)nc2c1c(=O)[nH]c(=O)n2C,9,-2,1,4,7[fluorescence artefact?],10,0.14,17,-36
O=C(C1CCN(S(=O)(=O)c2cccs2)CC1)N1CCN(c2ccccc2)CC1,20,0,2,-1,-5,-4,-0.06,15,4
Cc1noc(C)c1C(=O)N1CCCc2ccccc21,20,-10,10,-4,-7,-3,0.17,9,0
CCc1nc(N[C@@H](CC(C)C)C(=O)O)c2oc3ccccc3c2n1,0,-13,16,-1,2,-10,0.75,-2,-6
Cc1[nH]n2c(=O)cc(-c3ccc([N+](=O)[O-])cc3)nc2c1-c1ccccc1,10,-3,2,-10,-5,-4,-0.59,16,-192

All compounds of this part, from the start:
mol,cytoskel mod,LYP inh 2,PTPN22 act,FAK blocker,ERa SRC1 inh,TNFa cytotox,PTK2B oligo ant,VCAM1 TNFa inh,HUVEC tox IL1B
C=CCn1c(=O)c2c(nc(Br)n2Cc2ccccc2Cl)n(C)c1=O,12,-2,-2,2,-3,-24,-0.34,6,9
O=C(Cc1ccc(Br)cc1)c1ccc(O)cc1O,-5,15,-16,4,.,-5,-0.9,-32,-19
CCn1c(SCC(=O)N2CCN(c3ccccc3)CC2)nnc1-c1ccoc1C,-17,-14,11,1,-1,-2,-0.19,-3,-21
O=C(Nc1nc2ccc(S(=O)(=O)N3CCCC3)cc2s1)C1CCCO1 (configuration not stated),-1,5,-4,3,-6,-23,0.07,1,18
CCOc1ccc(CNn2nnnc2N)cc1,-21,-4,2,-1,2,-12,-0.72,-2,-29
CSCCC1NC2(C(=O)Nc3c(Cl)cccc32)[C@@H]2C(=O)N(C3CCCC3)C(=O)[C@H]12 (some centres not stated),22,9,-10,2,30,.,0.29,.,-7
CCOCCn1c(SCc2c(F)cccc2Cl)nc2c1c(=O)[nH]c(=O)n2C,9,-2,1,4,7[fluorescence artefact?],10,0.14,17,-36
O=C(C1CCN(S(=O)(=O)c2cccs2)CC1)N1CCN(c2ccccc2)CC1,20,0,2,-1,-5,-4,-0.06,15,4
Cc1noc(C)c1C(=O)N1CCCc2ccccc21,20,-10,10,-4,-7,-3,0.17,9,0
CCc1nc(N[C@@H](CC(C)C)C(=O)O)c2oc3ccccc3c2n1,0,-13,16,-1,2,-10,0.75,-2,-6
Cc1[nH]n2c(=O)cc(-c3ccc([N+](=O)[O-])cc3)nc2c1-c1ccccc1,10,-3,2,-10,-5,-4,-0.59,16,-192
Cc1nc2ccc3nc(NC(=O)c4ccc5c(c4)OCCO5)sc3c2s1,-1,-23,18,-78,62*[fluorescence artefact?],-24,0.9,7,-8
CCCOc1ccc(OCCNC2CCCC2)cc1,-18,5,0,2,.,2,0.7,7,.
CC(=O)N1CCN2C(=O)C1CCCC(=O)c1cc(C(C)C)ccc12 (configuration not stated),2,-2,2,-1,-14,.,-0.12,-29,-37
O=C(CCSc1ccccc1)Nc1nnc(-c2ccccc2)o1,13,4,-5,1,-3[fluorescence artefact?],-23,.,17,4
c1ccc(CCn2c3ccccc3c3nnc(SCc4ccc5nonc5c4)nc32)cc1,4,14,-11,0,26[fluorescence artefact?],6,-1.8,2,2
COc1ccccc1N1CCN(C(=O)CN(c2ccc(C)c(C)c2)S(C)(=O)=O)CC1,8,4,-3,0,3[fluorescence artefact?],-26,1.2,-6,-1
C=CCN=C1CC(C)(C)CC(=O)/C1=C(\O)c1ccccc1,-9,-2,7,2,.,-32,1.7,-14,-10
O=C(Nc1ccncc1)C1CCCN(S(=O)(=O)c2cccc3cccnc23)C1 (configuration not stated),-1,-3,2,0,0,-2,.,10,-36
O=C(CSc1nnnn1-c1cccc2c1CCCC2)N1CCCCC1,-3,-1,1,-1,-19,-17,0.2,25,-8
COC(=O)c1[nH]c2cccc(OC)c2c1NC(=O)CN1CCC(C(N)=O)(N2CCCCC2)CC1,0,-9,8,-5,.,-9,0.19,2,0
CCc1ccccc1NC(=O)C1NC(=O)CC1c1ccccc1 (configuration not stated),3,-1,0,-2,-11,7,.,-10,-2
CCn1c(=O)cc(SCC(=O)NCc2ccccn2)c2ccccc21,-8,4,-3,-14,3,-34,0.6,-5,-17
Cc1nnc(Sc2c(-c3ccccc3)c3ccc(Cl)cc3[nH]c2=O)s1,-1,3,-2,4,0,6,-1.3,-8,-11
C=CCNc1oc(COc2ccc(C)cc2)nc1C#N,-14,4,-7,-9,-7,-4,.,-6,-6

mol,cytoskel mod,LYP inh 2,PTPN22 act,FAK blocker,ERa SRC1 inh,TNFa cytotox,PTK2B oligo ant,VCAM1 TNFa inh,HUVEC tox IL1B
O=C(Nc1ccc(Cl)cc1C(=O)Nc1ccccn1)c1ccco1,13,-1,0,3,6,-23,-1.9,19,-173
Cc1noc(COc2ccccc2OCc2onc(C)c2Cl)c1Cl,5,-6,6,2,41,6,-0.4,-8,3
COc1cccc(Nc2nc3ccccc3nc2-n2nc(C)cc2C)c1,-10,3,-5,-1,-1,4,.,2,12
O=C(CC(C(=O)O)C1CCCO1)Nc1cccc(C(F)(F)F)c1 (configuration not stated),14,3,-4,-2,-10,-15,0.3,-8,-16
CSc1nnc(Cc2cc(=O)[nH]c(=O)[nH]2)n1-c1cc(C)ccc1C,22,4,-3,-5,9[fluorescence artefact?],-73,-0.2,6,10
COc1ccc(-c2csc(C3=C(O)CN(Cc4ccc(Cl)cc4)C3=N)n2)cc1OC,11,1,2,4,.,-14,-0.28,2,-12
CCOc1ccc(C(=O)Nc2ccccc2-c2ccccc2)cc1Cl,17,-4,4,6,.,-26,-1.8,-31,6
CCS(=O)(=O)CCSc1nc2c(cc1C#N)CCCC2,-5,-5,4,-1,-5,1,-0.24,3,-28
COc1cccc(C(=O)NC2CCN(C(=O)N3CCCCC3)CC2)c1,50,2,-3,0,-5,-10,1.4,13,12
CCOC(=O)N1CCN(c2c(-c3ccccc3)c3cc(Cl)ccc3[nH]c2=O)CC1,27,6,-2,1,.,-5,0.13,-2,2
Cc1ccc(N2C(=O)CC(Sc3ncn[nH]3)C2=O)cc1 (configuration not stated),-7,12,-9,0,-3,3,0.14,-12,-20
COC(=O)C1=C(C)OC(N)=C(C#N)C1c1cc(C)sc1C (configuration not stated),-8,-14,11,5,-7,-3,-1.6,6,-27
Cc1cc(C2C(C#N)=C(N)Oc3n[nH]c(C)c32)c(C)s1 (configuration not stated),-11,-3,4,0,-13,22,-0.19,2,-12
Cc1cccc(-n2nc(C)cc2N)c1,-6,-3,0,-6,0,-23,1.2,5,15
CS(=O)(=O)N(CC(=O)N1CCN(Cc2ccc3c(c2)OCO3)CC1)c1ccc2c(c1)OCO2,0,4,-1,-2,2[fluorescence artefact?],-8,0.52,13,-30
COc1cccc(NC(=O)CSc2nncn2-c2ccccn2)c1,-24,0,-2,-8,-5,-2,0.74,0,-15
COc1ccc(N2C(=O)CS/C2=C\[N+](=O)[O-])cc1,-9,10,-6,-5,.,-12,-0.48,13,-12
CC1(C)C2([N+](=O)[O-])CN3CC1([N+](=O)[O-])CN(C2)C31CCCC1,0,4,-1,-2,.,0,-0.16,-7,-26
O=C(OCC(=O)N1CCc2ccccc21)c1ccc(Cl)nc1,.,0,2,-7,3,.,1.2,.,-7
Cn1nnnc1SCC(=O)NCCc1ccc(Cl)cc1,9,-3,0,0,-4,-40,0.18,7,-8
Cc1nnc(N/N=C/c2cc([N+](=O)[O-])c(N3CCC(C)CC3)cc2N2CCC(C)CC2)n1N,-15,-4,2,2,.,12,-1.4,0,5
CCCN(CCC)S(=O)(=O)c1ccc(NC(=O)COc2ccccc2)cc1,17,6,-7,1,6[fluorescence artefact?],-10,0.2,-17,11
COc1ccc(-c2cc(OC)c3c(C)oc(C)c3c(=O)c2)cc1OC,-12,-1,-1,4,-2[fluorescence artefact?],-18,1.2,-18,.
CCN=C1SC(CC(=O)NC2CCCCC2)C(=O)N1CC (configuration not stated),10,2,-2,1,-5,-13,-0.6,0,-29
C/C(CC(O)c1ccc2ccccc2n1)=N/O (configuration not stated),13,-11,13,2,0,.,0.52,17,4

mol,cytoskel mod,LYP inh 2,PTPN22 act,FAK blocker,ERa SRC1 inh,TNFa cytotox,PTK2B oligo ant,VCAM1 TNFa inh,HUVEC tox IL1B
O=C1C2C3C=CC(C3)C2C(=O)N1/N=C/c1cn(Cc2ccccc2)c2ccccc12 (configuration not stated),.,9,-9,5,.,.,-0.54,.,12
Cc1nc(-c2coc3cc(O)c(C)cc3c2=O)cs1,5,-2,4,1,-7,-20,-0.55,-9,5
Cn1c2c(c(=O)n(C)c1=O)C(NC(=O)c1cccs1)(C(F)(F)F)C(=O)N2 (configuration not stated),1,-7,4,0,0[fluorescence artefact?],-22,0.78,40,-69
O=C(Cc1noc2ccccc12)Nc1ccc2ccccc2c1,-5,-4,6,5,27,-22,-1,-4,-7
Cc1cc(=O)oc2cc(NC(=O)C3COc4ccccc4O3)ccc12 (configuration not stated),-11,-6,5,-2,46,-30,0.34,-28,10
CCNc1c2c3c(cccc3n(C)c1=O)C(=O)c1ccccc1-2,10,-9,7,12,-8,-28,.,7,0
O=C(Nc1ccccc1N1CCN(C(=O)c2ccccc2)CC1)c1cc(Br)ccc1Cl,7,11,-9,1,-5,3,-2,4,-5
O=C(CCCn1c(SCC(=O)c2ccccc2)nc2ccccc2c1=O)NCC1CCCO1 (configuration not stated),20,6,-4,-2,2,14,0.98,7,-9
O=C1CCN(S(=O)(=O)c2ccccc2)C2CCCCC12 (configuration not stated),11,4,-5,-2,1,-3,0.48,-8,-3
CCOC(=O)N1CCN(c2c(NCc3ccc(Cl)cc3)c(=O)c2=O)CC1,0,-36,31,2,-6,-24,.,-2,5
CC(C)(C)C(=O)Nc1ccc(C(=O)NNC(=O)Cc2ccccc2)cc1,-12,9,-6,-2,.,-24,0.3,5,-4
c1cc(CSc2nnc(-c3ccc4c(c3)OCO4)o2)ccn1,-16,-1,0,4,18[fluorescence artefact?],.,0.95,.,2
OCCN1CCN(c2nc(-c3ccccc3)c3cc(Cl)ccc3n2)CC1,0,-2,4,-1,-15,-1,-0.56,-5,37

Bioassay records: PubChem BioAssay, several laboratories
